Screens deposited in PubChem by National Center for Advancing Translational Sciences (NCATS).
SMN2 splice up: increases expression of the SMN2 splice variant; HEK293 SMN2-luciferase splicing reporter, luminescence, 30-36 h; Potency, µM (highest dose often 46.1 µM), without a hit: at the highest dose activity change, positive = activation, usual class: activators; 2.8% of 210,000 active; AID 1458; further: % of control where 0% means no effect; nearly all actives have a fitted effect of over 55% in size
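HEK293 cells carry an SMN2 […]–luciferase reporter in which exon 7 inclusion puts luciferase in frame. Cells were plated 10-12 h before compound addition, then incubated 30-36 h at 37C. ONE-Glo luminescence was read; sodium butyrate at 4.5 mM final served as control.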
Luc counter: blocks Kinase-Glo luciferase, a counter-screen artifact; AID 1379; 0.28% of 200,000 active; Kinase-Glo luciferase, ATP luminescence, 8 min; Q27757; Potency, µM (top dose mostly 38.3 µM), without a hit: top-dose activity change, negative = inhibition, hits mostly inhibitors; further: on the % scale 0 is the no-effect control and ±100 the full control effect; nearly all actives have a fitted effect of over 60% in size
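Luminescence was the read-out, taken after 8-minute incubation at ambient temperature. Luciferase turned over luciferin with 10 uM ATP in imidazole pH 7.2 buffer containing KCl, MgCl2, Tween 20 and BSA.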
NPSR antag: antagonists of human neuropeptide S receptor cAMP signaling. AID 1461. Potency, µM (series often up to 38.3 µM), without a hit: top-dose activity change, negative = inhibition, most hits filed as inhibitors. CHO-NPSR cells, cAMP TR-FRET, antagonist mode. 1% of 220,000 active; further: on the % scale 0 is the no-effect control and ±100 the full control effect; nearly all actives have a fitted effect of over 50% in size; many of its hits are not listed in these tables
Target sequence (Q6W5P4 whole entry, looked up): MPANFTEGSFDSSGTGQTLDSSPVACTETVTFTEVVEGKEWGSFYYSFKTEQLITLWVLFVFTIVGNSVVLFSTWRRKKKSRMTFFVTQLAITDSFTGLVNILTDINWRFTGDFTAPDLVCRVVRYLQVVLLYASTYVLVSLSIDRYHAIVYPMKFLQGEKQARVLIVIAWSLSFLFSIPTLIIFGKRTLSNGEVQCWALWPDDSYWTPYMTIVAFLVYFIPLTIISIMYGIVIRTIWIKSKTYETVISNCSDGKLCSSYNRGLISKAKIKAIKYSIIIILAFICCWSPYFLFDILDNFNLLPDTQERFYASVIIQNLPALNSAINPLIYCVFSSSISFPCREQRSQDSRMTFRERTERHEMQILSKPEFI
RGS12 GoLoco inh: blocks human Gai1 binding to RGS12 GoLoco peptide, red readout; P63096; Gai1:RGS12 GoLoco peptide FP, rhodamine, 10 min; Potency, µM (series often up to 61.6 µM), inactives show top-dose activity, negative = inhibition, most hits filed as inhibitors; 0.44% of 230,000 active; active means well fitted inhibition curve with a large enough effect, not every such curve was filed as active; inactive means no such curve, though single readings can be large or run the other way; further: on the % scale 0 is the no-effect control and ±100 the full control effect; nearly all actives have a fitted effect of over 30% in size; many of its hits are not listed in these tables
KDM4E inh: JMJD2E (human) inhibition; B2RXH2; JMJD2E catalytic domain, FDH-coupled NADH fluorescence (FDH is formaldehyde dehydrogenase); Potency, µM (highest dose often 57.1 µM), for inactives: top-dose activity change, negative = inhibition, actives largely listed as inhibitors; 1.6% of 230,000 active; active means well fitted inhibition curve with a large enough effect, not every such curve was filed as active; inconclusive means small, poorly fitted or top-dose-only effect, or another doubt; inactive means no such curve, though single readings can be large or run the other way;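 further: 0% = wells with enzyme and -100% = buffer wells without enzyme; nearly all actives have a fitted effect of over 50% in size; many of its hits are not listed in these tables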
IMPase Li cell: cell-permeable IMPase inhibitors with lithium potentiation | CHO-M1 cells, IP1 TR-FRET (IP-One), carbachol + lithium | Potency, µM (top dose mostly 59.4 µM), for the others: top-dose activity, negative = IMPase inhibition, actives largely listed as inhibitors | 0.35% of 210,000 active;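 further: IP1 builds up when IMPase is blocked and the TR-FRET signal falls; plate controls were basal vehicle for no effect and high inhibitor control for full effect; nearly all actives have a fitted effect of over 50% in size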
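CHO cells stably expressing M1 receptor (2000/well) were cultured 16–30 h, then exposed to compounds with a small lithium addition for 30 min at 37C. IP1 was measured by TR-FRET competition; AC50 from Hill fits.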
Epigenetic reg: derepresses silenced GFP reporter in murine cells; murine LDR cells, GFP reporter derepression, 30 h; Potency, µM (titrated, usually from 53.9 µM), for inactives: at the top dose GFP activation, hits mostly activators; AID 1865; 0.2% of 280,000 active; further: % of control where 0% means no effect; nearly all actives have a fitted effect of over 60% in size
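Murine LDR cells carrying a silenced, genomically integrated CMV-driven GFP reporter were exposed to compound for 30 hours at 37 C. After PBS washes, GFP-positive cells (20–120 um objects) were counted by laser-scanning microplate cytometry.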
RECQ1 helicase: inhibitors of human RECQ1 DNA helicase; P46063; RECQ1 DNA unwinding, red fluorescence kinetic read; Potency, µM (doses to about 57.3 µM), for inactives: top-dose activity, negative = inhibition, hits mostly inhibitors; 0.54% of 240,000 active; AID 2549;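 further: plate controls were vehicle for no effect and no enzyme for full effect; nearly all actives have a fitted effect of over 30% in size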
Target sequence (P46063 whole entry, looked up): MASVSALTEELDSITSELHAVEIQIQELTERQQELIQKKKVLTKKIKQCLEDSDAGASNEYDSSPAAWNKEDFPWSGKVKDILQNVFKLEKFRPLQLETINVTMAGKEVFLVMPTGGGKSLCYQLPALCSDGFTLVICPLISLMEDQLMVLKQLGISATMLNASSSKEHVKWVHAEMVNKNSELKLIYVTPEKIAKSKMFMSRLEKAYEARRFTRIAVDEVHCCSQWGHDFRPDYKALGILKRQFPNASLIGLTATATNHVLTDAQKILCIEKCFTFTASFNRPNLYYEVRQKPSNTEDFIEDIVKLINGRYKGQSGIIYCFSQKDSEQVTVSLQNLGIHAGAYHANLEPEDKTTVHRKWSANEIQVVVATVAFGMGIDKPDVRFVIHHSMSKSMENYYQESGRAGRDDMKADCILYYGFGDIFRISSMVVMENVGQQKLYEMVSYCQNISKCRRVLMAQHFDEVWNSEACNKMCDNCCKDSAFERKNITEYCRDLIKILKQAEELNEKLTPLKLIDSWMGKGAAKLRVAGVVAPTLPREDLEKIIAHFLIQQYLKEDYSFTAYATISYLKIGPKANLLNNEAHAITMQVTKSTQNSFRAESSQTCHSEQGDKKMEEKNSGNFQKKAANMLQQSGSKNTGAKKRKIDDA
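50 nM RECQ1T1 preincubated 15 min with compound in Tris pH 8.0 buffer with MgCl2, DTT, Tween-20 and 2.5 ug/ml poly(dI-dC); started with 200 nM TAMRA/BHQ-2 forked duplex and 2 mM ATP. Unwinding read as fluorescence (525/598 nm), two reads 2 h apart.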
Numbers without * were called inactive; i = inactive; u = inconclusive; x = not tested or not shown; & = joins results of further samples; [ ] = another dose, or the depositor's remark. Unless noted, the call rests on the fitted dose curve; in most records, active means well fitted curve in the direction sought with a large enough effect; inconclusive means small, poorly fitted or top-dose-only effect, or another doubt; inactive means no such curve, though single readings can be large; an effect the other way counts as inactive or inconclusive. Potency means the concentration at half of the fitted maximal effect.

SMILES	SMN2 splice up	Luc counter	NPSR antag	RGS12 GoLoco inh	KDM4E inh	IMPase Li cell	Epigenetic reg	RECQ1 helicase
CC(O)CN1C(=O)C(CC(=O)Nc2ccc(Cl)cc2)SC1=Nc1ccccc1 (stereo unspecified)	12%	-3%	-27%[46.1 µM]	1%	-6%	28%[38.3 µM]	-1.0%	3%
CCOC(=O)Cn1cc(C#N)c2cccc(CC)c21	x	2%	-9%	9%	-13%	12%	-3.5%	i
N#Cc1ccsc1NC(=O)CSc1nnnn1-c1ccc(O)cc1	x	x	23%	46%[activator]	2%	-4%	-1.2%	-16%
CSCCc1nc(SCC(=O)Nc2nnc(C)s2)[nH]c1C	-11%	2%	-8%[46.1 µM]	4%	5%	-2%[38.3 µM]	-1.6%	i
CC1CCCN(C(=O)Cc2ccc(F)cc2)C1 (stereo unspecified)	u	1%	-4%[46.1 µM]	9%	-7%	23%[38.3 µM]	2.2%	-1%
Cc1ccc(C(=O)/C=C/Nc2ccc(S(=O)(=O)Nc3onc(C)c3C)cc2)cc1	u	0%	-35%	1%	-8%	-6%	-1.9%	i
O=C(N1CCOCC1)N1CCN(c2ccccc2F)CC1	-7%	2%	-4%[46.1 µM]	-5%	3%	-4%[38.3 µM]	0.1%	8%
CCOC(=O)c1c(-c2ccc(C)o2)csc1NC(=S)NC(=O)c1ccc(F)cc1	-12%	0%	-13%	15%	7%	-1%	-3.0%	i
NC(=O)Nc1ccc(Oc2ncc(C(F)(F)F)cc2Cl)cc1	u	-3%	-5%	11%	-5%	u	-1.3%	-2%
N#C/C(=C\c1sc(N2CCOCC2)nc1-c1ccccc1)C(=O)Nc1cccc2ccccc12	-45%[inhibitor]	1%	-21%	25%	-1%	-9%	13µM*	-4%
CCc1ccc(NC(=O)c2ccccc2Br)cc1	13µM*	-7%	8%	1%	0%	-2%	6.7%	-1%
O=C(c1nc2ncccn2n1)N1CCN(c2ccc(F)cc2)CC1	40%	-3%	-7%[46.1 µM]	1%	-2%	13%[38.3 µM]	0.0%	-1%
COc1cc(-c2nnc(CSc3nc4ccccc4s3)o2)cc(OC)c1OC	11%	12%	0%[46.1 µM]	-5%	-10%	15%[38.3 µM]	-1.2%	-8%
C=CCNC(=O)CCC(=O)NNc1nc2ccccc2c2nc(-c3ccccc3)nn12	-6%	-2%	-6%	15%	2%	1%	-1.4%	14%
CC(C)CC(=O)NC(=S)Nc1cc(C(F)(F)F)ccc1N1CCOCC1	5%	3%	-43%	8%	0%	1%	1.0%	-8%
O=C(NCC1CCCO1)C1CCN(C2CCN(C(=O)CC3CCCC3)CC2)CC1 (stereo unspecified)	x	x	-18%	8%	0%	6%	-0.1%	i
Nc1nonc1-c1nc2ccccc2n1CC(=O)N/N=C\c1ccc(-c2ccc(Cl)cc2)o1	-2%	-1%	1%[46.1 µM]	22%	u	-2%[38.3 µM]	-1.5%	-10%
COc1cccc(C(=O)Nc2cccc(-c3nc4ncccc4o3)c2C)c1	-23%	-5%	u	-2%	-2%	-14%[38.3 µM]	0.5%	-12%
CCn1nc(C)c(/C=N/NC(=O)Cc2ccc(Cl)cc2)c1C	u	1%	11%	2%	3%	15%	1.3%	-3%
Cc1ccc(-c2nnc(SCC(=O)Nc3sc(C)c(C)c3C#N)n2C)cc1	12%	3%	-2%[46.1 µM]	20%	9%	3%	0.0%	-1%
CCOc1ccc(C(=O)Nc2nc(C)c(C(=O)OC)s2)cc1	x	x	u	10%	u	x	4.1%	-9%
CCN(CC)S(=O)(=O)c1ccc(NC(=O)Cn2c(=O)sc3ccccc32)cc1	-23%	4%	-16%[46.1 µM]	4%	4%	18%[38.3 µM]	-2.2%	-6%
Cc1cc(Cl)ccc1C(=O)C1CCCN(C(=O)CCN2CCCO2)C1 (stereo unspecified)	x	-3%	-7%	-5%	u	4%	0.1%	-6%
Cc1nn(CC(=O)Nc2nccs2)c(C)c1[N+](=O)[O-]	14%	2%	16%	7%	5%	-7%	-0.6%	17%
CCN(CC)C(=O)c1ccc(CS(=O)(=O)c2ccc(OC)cc2)o1	-23%	1%	-6%[46.1 µM]	-2%	7%	8%	-1.0%	-2%
Cc1ccccc1-c1nnc(-c2ccc(Br)cc2)o1	u	-30%	-11%[46.1 µM]	5%	42%	u	8.0%	-4%
CC(C)C1CC(C(F)(F)F)n2nc(C(=O)O)cc2N1 (stereo unspecified)	3%	-4%	8%	16%	-6%	0%	-1.1%	7%
COC(=O)c1c(NC(=O)c2ccc(OC(C)C)cc2)sc2c1CC(C)(C)NC2(C)C	x	x	u	-4%	u	20%	0.0%	i
CCOc1ccc2nc(SCC#N)c(C#N)cc2c1	26%	-1%	-6%[46.1 µM]	6%	2%	-13%	0.9%	-17%
Cc1cn(C(=O)c2cccc(Br)c2)c(C)n1	-5%	11%	u	-1%	2%	-20%[38.3 µM]	0.0%	8%
C/C(=N\Nc1ncc(Cl)cc1Cl)c1cccs1	11µM*	-10%	-18%	2%	1%	1%	9.6%	-5%
O=C(N/N=C/C(Cl)=C/c1ccc([N+](=O)[O-])cc1)C(=O)Nc1cccc(C(=O)O)c1	x	x	5%	5%	-6%	x	9.1%	10%
Cc1ccc(-c2nnc(CSc3nc(C(C)C)nc4sc(C)c(C)c34)o2)cc1	-47%[inhibitor]	0%	-1%[46.1 µM]	-5%	-1%	-1%	0.0%	4%
O=C(CN(Cc1ccccc1)S(=O)(=O)c1ccccc1)N/N=C/c1ccccc1[N+](=O)[O-]	-19%	2%	-23%[46.1 µM]	4%	0%	16%[38.3 µM]	0.0%	-8%
COc1ccc(C(c2nnnn2C2CCCC2)N2CCC(C)CC2)c(OC)c1 (stereo unspecified)	-17%	-1%	-17%[46.1 µM]	2%	-10%	33%[38.3 µM]	0.0%	0%
COc1ccccc1NC(=O)C1=C(C)NC(=O)NC1c1cccc(OC)c1OC (stereo unspecified)	-6%	-2%	-6%[46.1 µM]	-7%	2%	-12%[38.3 µM]	0.2%	-16%
C/C(=N/N1CCN(Cc2cccc3ccccc23)CC1)c1cccnc1	2%	2%	-28%	13%	97%[activator]	16%	3.3%	10%
O=C(C[n+]1cc2ccccc2c2ccccc21)c1ccccc1	u	-3%	-7%[46.1 µM]	-6%	u	68%[activator][38.3 µM]	5.0%	-15%
O=C(CCCCCN1C(=O)CCC1=O)NCc1ccccc1	-7%	10%	-12%[46.1 µM]	8%	-4%	9%	2.6%	-1%
Oc1ccc(Cl)cc1C1=NCCNC(C(F)(F)C(F)F)=C1	-20%	-4%	-14%[46.1 µM]	5%	0%	5%[38.3 µM]	-1.0%	19%
CCOC(=O)c1cnc2nc(NCc3ccc(OC)c(OC)c3)[nH]n2c1=O	-3%	-4%	-12%[46.1 µM]	18%	5%	4%	0.0%	-9%
N#CCCn1c(SCC(=O)c2c[nH]c3ccccc23)nc2ccccc21	-21%	1%	-14%[46.1 µM]	20%	-3%	4%[38.3 µM]	0.0%	i
COc1ccccc1N1CCN(C(=O)c2c(C)cc(=O)oc2C)CC1	u	0%	1%[46.1 µM]	9%	1%	6%[38.3 µM]	-1.0%	-10%
CCCOc1ccc(CNC(=O)Cn2c(=O)oc3ccccc32)cc1	-11%&-13%	-2%	-4%[46.1 µM]	3%	8%	20%[38.3 µM]	0.0%&-0.8%	-5%
CSc1cccc(NC(=S)N(Cc2ccc(C)cc2)Cc2ccccn2)c1	-34%[inhibitor]	-1%	-59%	16%	2%	4%	2.2%	-12%

3 of the entries above in order of the Epigenetic reg value, high to low.
canonical_smiles,Epigenetic reg
O=C(N/N=C/C(Cl)=C/c1ccc([N+](=O)[O-])cc1)C(=O)Nc1cccc(C(=O)O)c1,9.1%
CSc1cccc(NC(=S)N(Cc2ccc(C)cc2)Cc2ccccn2)c1,2.2%
COc1ccc(C(c2nnnn2C2CCCC2)N2CCC(C)CC2)c(OC)c1 (stereo unspecified),0.0%

Next part:
SMILES	SMN2 splice up	Luc counter	NPSR antag	RGS12 GoLoco inh	KDM4E inh	IMPase Li cell	Epigenetic reg	RECQ1 helicase
O=C(COC(=O)c1cc(=O)[nH]c(=O)[nH]1)Nc1cccc(S(=O)(=O)N2CCOCC2)c1	x	2%	-13%	0%	3%	7%	-1.8%	-4%
CCCCNc1c([N+](=O)[O-])cc(C)cc1[N+](=O)[O-]	1%	-6%	-3%[46.1 µM]	8%	1%	5%[38.3 µM]	-2.2%	8%
Cc1ccccc1S(=O)(=O)c1c(C)cc(C)n(CC(C)C)c1=O	-28%	0%	-23%[46.1 µM]	0%	2%	-8%[38.3 µM]	-2.4%	-6%
COC(=O)c1[nH]c2cccc(Cl)c2c1NC(=O)CN(C)C1CCCCC1	-21%	-3%	-33%[46.1 µM]	2%	u	13%[38.3 µM]	0.7%	-6%
Cc1ccc(-n2c(COc3c(C)cccc3C)nnc2SCC(=O)Nc2nccs2)cc1	0%	1%	2%[46.1 µM]	-7%	4%	30%[38.3 µM]	11%	i
O=C(NCc1ccc(OC(F)(F)F)cc1)C1CC(c2ccccc2C(F)(F)F)=NO1 (stereo unspecified)	x	x	2%	2%	-5%	x	0.0%	u
c1ccc(-c2nc(CSc3nnc(-c4cccs4)o3)cs2)cc1	6%	0%	-24%[46.1 µM]	-9%	19%	2%[38.3 µM]	0.5%	0%
CC(C)CC(NC(N)=O)C(=O)Nc1ccc2c(c1)OCO2 (stereo unspecified)	13%	-5%	3%	30%[activator]	-9%	9%	-2.9%	-6%
O=C(O)c1c(-c2ccccc2)c(-c2ccccc2)nc2ccccc12	-3%	1%	-1%	-3%	-1%	-2%	u	-4%
CCCCCCNC(=O)C(C(=O)OCC)C1CCCCC1 (stereo unspecified)	-6%	-1%	-12%[46.1 µM]	4%	0%	3%[38.3 µM]	-1.5%	i
CC(C)(C)C1CCc2c(sc3ncn(N)c(=N)c23)C1 (stereo unspecified)	x	x	6%	3%	u	x	14%	-11%
CCN1CCN(C(=S)Nc2cc(S(=O)(=O)N(CC)CC)ccc2C)CC1	-28%	-2%	2%	8%	6%	3%	-2.2%	2%
COCc1cc(C)nc2sc(C(=O)NC3CCCCC3)c(N)c12	-13%	2%	-4%[46.1 µM]	15%	2%	-2%	-0.9%	-8%

A portion of the library (hit frequency here may not be typical).
